# PLK1 PBD inh: inhibitors of human PLK1 polo-box domain binding; P53350; Plk1 PBD binding of FITC phosphopeptide, fluorescence polarization; Potency, µM, without a hit: max response, negative = inhibition, most hits filed as inhibitors; 360,000 tested, 2.8% active; AID 720504; also: potency is read from the fitted curve at half-maximal effect; series mostly up to about 57 µM; % is scaled to controls: 0 for no effect and ±100 for the full control effect; nearly all actives have a fitted effect of over 65% in size
# EPAC1 antag: blocks human EPAC1 exchange factor | O95398 | EPAC1 GEF assay, Rap1b-BODIPY-GDP exchange fluorescence | Potency, µM (highest dose often 115 µM), without a hit: at the top dose activity change, negative = inhibition, hits mostly inhibitors | 360,000 tested, 0.14% active;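 also: potency is read from the fitted curve at half-maximal effect; plate controls were vehicle for no effect and positive control for full effect; nearly all actives have a fitted effect of over 50% in size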
# IL-2 act: activators of IL-2. AID 652025. 360,000 tested, 0.065% active. IL-2 activation reporter assay, cell-based qHTS; stimulated with anti-CD3/CD4/CD28 beads; in transgenic mouse T cells. activation, % (series mostly up to about 46 µM); in the data active = activation above about 50%; inconclusive = mostly about 30% to 49%; also: 0% is about no effect
#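 Readout: EGFP and DsRed signals by fluorescent plate cytometry. Unstimulated transgenic mouse T cells received compound 60 min before antibody-bead stimulation, then incubated 18 h at 37 degrees C.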
# PI5P4K alpha inh: PI5P4K alpha (human) kinase inhibition; max response, %; 330,000 tested, 1.2% active; AID 652105; PI5P4Kalpha enzyme, ADP-Glo luminescence, 60 min; active compounds read low; active = max response of -50% or lower; inconclusive = between -30% and -50%; inactive = -30% or higher; also: value at the top dose of about 77 µM; % is scaled to controls: 0 for no effect and ±100 for the full control effect
# Target sequence (P48426 whole entry, looked up): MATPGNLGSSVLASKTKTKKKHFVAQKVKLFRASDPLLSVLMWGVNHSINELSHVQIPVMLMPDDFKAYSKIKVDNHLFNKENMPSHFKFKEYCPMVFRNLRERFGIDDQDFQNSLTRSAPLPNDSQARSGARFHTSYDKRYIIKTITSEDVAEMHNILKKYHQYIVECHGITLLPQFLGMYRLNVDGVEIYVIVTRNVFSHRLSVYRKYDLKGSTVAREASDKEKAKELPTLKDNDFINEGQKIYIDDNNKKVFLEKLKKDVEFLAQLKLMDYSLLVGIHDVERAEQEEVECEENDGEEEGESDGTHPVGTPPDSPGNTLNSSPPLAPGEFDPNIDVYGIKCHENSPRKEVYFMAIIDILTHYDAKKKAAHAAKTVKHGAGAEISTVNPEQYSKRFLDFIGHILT
#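 PI5P4Kalpha ADP-Glo assay; 5 microM ATP final; 60 min RT reaction; HEPES pH 7.4/EGTA/CHAPS, 5% DMSO; controls lacking substrate or enzyme; luminescent end-point.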
# FUS suppressor: suppressors of FUS proteinopathy in yeast. 390,000 tested, 0.24% active. AID 1347120. S. cerevisiae FUS-expressing, growth rescue, OD600, 24 h. Potency, µM (titrated, usually from 76.6 µM), for inactives: at the top dose growth rescue (activation), most hits filed as activators;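 also: potency is read from the fitted curve at half-maximal effect; plate controls were DMSO vehicle for no effect and reference control for full effect; nearly all actives have a fitted effect of over 55% in size; some results filed as inactive show a strong effect at the top dose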
#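 Steps: raffinose overnight preculture; dilution to OD 0.005 in 2% galactose minimal medium; compound addition (concentration series); 24hr at 30C, 99% humidity; absorbance read at 600 nm.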
# Abeta yeast res: restores growth of yeast expressing A-beta42 peptide. AID 1347071. 410,000 tested, 0.063% active. yeast expressing A-beta42, growth rescue, OD600, 48 h; response scale: 0% DMSO, 100% iron-clioquinol control. Potency, µM (doses to about 46.1 µM), for inactives: at the top dose growth rescue, most hits filed as activators; also: potency is read from the fitted curve at half-maximal effect; nearly all actives have a fitted effect of over 55% in size
#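 Growth rescue measured by 600 nm absorbance after 48 h yeast culture at 30 C with compound. Values normalized between DMSO and an equimolar ferric chloride plus clioquinol control.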
# EPAC1 ag: activates human EPAC1 exchange factor. AID 720707. EPAC1 agonist qHTS, biochemical assay; response scale: 100% = response to 6.5 mM cAMP. O95398. 360,000 tested, 0.073% active. Potency, µM (top dose mostly 154 µM), without a hit: top-dose activation, most hits filed as activators; also: potency is read from the fitted curve at half-maximal effect; nearly all actives have a fitted effect of over 60% in size
#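 Multi-concentration qHTS readout: loss of Rap1B-bound BODIPY-GDP fluorescence driven by 100 nM EPAC1 with excess GDP (50 uM), monitored kinetically at room temperature; agonist response expressed relative to 6.5 mM cAMP.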
# WRN helicase inh: WRN helicase (human) inhibition; 360,000 tested, 0.46% active; Potency, µM (series often up to 114 µM), for inactives: top-dose activity change, negative = inhibition, hits mostly inhibitors; WRN helicase unwinding, fluorescent forked duplex, kinetic; Q14191; also: potency is read from the fitted curve at half-maximal effect; % is scaled to controls: 0 for no effect and ±100 for the full control effect; nearly all actives have a fitted effect of over 55% in size
#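 Primary qHTS, 1536-well format. 20 nM WRN + compound, 15 min RT; start with 100 nM forked fluorophore/quencher duplex, 2 mM ATP (final); kinetic read ex 525/em 598 nm.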
# Numbers without * were called inactive; ? = inconclusive; . = not tested or not shown; & = joins results of further samples; [ ] = another dose, or the depositor's remark. Unless noted, calls follow the shape of the dose curve; as a rule, active = well fitted curve in the direction sought with a large enough effect; inconclusive = small, poorly fitted or top-dose-only effect, or another doubt; inactive = no such curve, though single readings can be large; an effect the other way counts as inactive or inconclusive. Rows were taken by chance, and some 4.1% of all compounds hit somewhere here.
# Screens by letter: A = PLK1 PBD inh; B = EPAC1 antag; C = IL-2 act; D = PI5P4K alpha inh; E = FUS suppressor; F = Abeta yeast res; G = EPAC1 ag; H = WRN helicase inh
O=C(Cn1cnc([N+](=O)[O-])n1)NCc1ccccc1
  A = 0.8%; B = -6.1%; C = 0.5; D = 3.2; E = -26.1%; F = 0.0%; G = -0.9%; H = -6.4%
COc1ccc(Cn2nnnc2C(c2cc3cccc(C)c3[nH]c2=O)N2CCN(C)CC2)cc1 (stereo not drawn)
  A = -4.0%; B = ?; C = 0.3; D = 6.3; E = -0.2%; F = -6.4%; G = -1.2%; H = 0.1%
Cc1c(C(=O)N2CCN(Cc3ccc4c(c3)OCO4)CC2)sc2ncnc(N3CCN(c4ccccc4F)CC3)c12
  A = 3.3%; B = 6.0%; C = -0.8; D = 2.7; E = -1.4%; F = -6.4%; G = -2.5%; H = -2.4%
COC(=O)CSc1nnc(-c2c[nH]c3ccccc23)o1
  A = -2.9%; B = 2.9%; C = -3.8; D = 2.9; E = -22.0%; F = 1.1%; G = -4.7%; H = -4.1%
COc1ccc(-c2cc(CC3(C(=O)O)CCN(C(=O)OC(C)(C)C)CC3)on2)c(OC)c1
  A = -27.5%; B = 14.6%; C = -1.8; D = 2.3; E = 26.2%; F = -4.3%; G = -2.4%; H = -3.5%
O=C(CN1CC[n+]2c(-c3cccs3)csc21)c1ccc(-c2ccccc2)cc1
  A = -7.9%; B = 9.1%; C = 0.6; D = -14.1; E = 24.6%; F = -55.1%[inhibitor]; G = -17.7%; H = 13.7%
CN(C(=O)c1ccc(OC2CCN(C(=O)c3cccnc3)CC2)cc1)C1CCCCC1
  A = -2.6%; B = -4.1%; C = -0.7; D = 1.2; E = 12.7%; F = 8.2%; G = 5.3%; H = -4.9%[11.6 µM]
COCCN1C(=O)/C(=C/c2cc3c(cc2Br)OCO3)NC1=S
  A = ?; B = -15.4%; C = 0.2; D = -5.7; E = 4.9%; F = 4.0%; G = 7.0%; H = -6.9%[57.1 µM]
Nc1cccc(NP(=O)(c2ccccc2)c2ccccc2)c1
  A = -7.7%; B = -3.3%; C = 0.9; D = -3.3; E = 17.7%; F = 5.8%; G = -8.8%; H = -1.0%
CCOc1cc(/C=C2\NC(=O)NC2=O)ccc1OC(C)C(=O)O (stereo not drawn)
  A = -13.3%; B = 28.0%; C = -3.0; D = -7.3; E = 9.6%; F = -0.4%; G = -3.3%; H = 7.1%
Cc1ccc(C(=O)NNC(=O)c2cccc3ccccc23)cc1
  A = -0.3%; B = -20.2%; C = -1.1; D = -0.2; E = 4.7%; F = 20.6%; G = -5.5%; H = -3.3%
Cc1onc(-c2c(Cl)cccc2Cl)c1C(=O)N1CCCc2ccccc21
  A = 0.1%; B = 6.2%; C = -1.0; D = .; E = 36.1%; F = -7.4%; G = 3.8%; H = -5.0%
CC(C)CC(NC(=O)C(CC(C)C)NC(=O)C(Cc1ccc(OCc2ccccc2)cc1)NC(=O)OC(C)(C)C)C(N)=O (stereo not drawn)
  A = -14.9%; B = -6.3%; C = -0.2; D = 0.1; E = 16.9%; F = -1.1%; G = 1.7%; H = 2.4%
COc1cc(CN(C(C)=O)c2ccccc2C(=O)O)ccc1[N+](=O)[O-]
  A = 1.9%; B = -9.5%; C = -5.9; D = -6.2; E = .; F = -16.4%; G = -7.9%; H = 7.4%
CC(=O)c1ccc(N2CCN(C(=O)c3ccc(NC4=NC5CS(=O)(=O)CC5S4)cc3)CC2)cc1 (stereo not drawn)
  A = -8.1%; B = 9.3%; C = -2.7; D = 0.0; E = -7.1%; F = -23.3%; G = 4.5%; H = -0.1%
Cc1cc(=O)[nH]c(-n2[nH]c3c(c2=O)CCCC3)n1
  A = -10.2%; B = 22.7%; C = 0.1; D = .; E = 21.4%; F = -12.1%; G = 15.6%; H = -11.7%
Cc1ccc(CNC(=O)CCCn2c(=O)[nH]c3ccccc3c2=O)cc1
  A = -8.4%; B = -1.6%; C = -1.9; D = 0.7; E = -4.0%; F = 1.3%; G = -1.1%; H = -6.4%
c1cnc2c(c1)ccc1cccnc12
  A = -26.7%&3.5%; B = 15.4%&-11.1%; C = -0.3&-0.4; D = 2.8&11.7; E = 13.4%&7.1%; F = -86.1%&-87.0%[inhibitor]; G = 12.1%&-17.3%; H = -6.1%&-1.2%
CCCCc1ccc(S(=O)(=O)NC(=O)C2(C)CCN2C(=O)C/C=C/c2ccccc2)cc1 (stereo not drawn)
  A = -27.1%; B = -6.2%; C = 0.5; D = 0.9; E = 20.5%; F = -20.3%; G = -6.2%; H = -2.2%
O=C(N/N=C/c1coc2ccccc2c1=O)c1ccc(Cl)cc1
  A = -10.7%; B = -20.3%; C = -3.3; D = -8.3; E = .; F = -9.6%; G = 9.6%; H = ?

# Remaining list, next part:
# Under each structure: PLK1 PBD inh	EPAC1 antag	IL-2 act	PI5P4K alpha inh	FUS suppressor	Abeta yeast res	EPAC1 ag	WRN helicase inh
CN1C(=O)CC(N2CCN(CC(=O)N3CCCC3)CC2)C1=O (stereo not drawn)
  -1.8%	-4.8%	0.2	-1.6	-2.1%	16.0%	-3.5%	2.8%
CCOC(=O)c1c(-c2ccc(C)o2)csc1NC(=S)NC(=O)c1ccc(F)cc1
  -13.6%	-23.9%	-1.8	8.6	7.5%	-2.7%	15.9%	-11.5%
O=[N+]([O-])c1cccc(N(CC(O)CN2CCCC2)S(=O)(=O)c2ccccc2)c1 (stereo not drawn)
  -4.7%	-4.9%	-1.4	-1.9	12.1%	2.0%	12.9%	4.9%
CCn1cc(C(=O)NCC(=O)OC)c2cc(OC)c(OC)cc2c1=O
  0.6%	-0.5%	-2.3	-0.2	-8.0%	-1.1%	4.4%	-2.8%
CC(C)C1CC2=C(C(=O)OC(C)(C)O2)C(c2ccc(Cl)cc2)O1 (stereo not drawn)
  3.6%	-12.7%	0.2	2.9	21.0%	10.3%	-5.5%	-6.8%

# Two records drawn at random from those above:
# Under each structure: PLK1 PBD inh	EPAC1 antag	IL-2 act	PI5P4K alpha inh	FUS suppressor	Abeta yeast res	EPAC1 ag	WRN helicase inh
O=C(CN1CC[n+]2c(-c3cccs3)csc21)c1ccc(-c2ccccc2)cc1
  -7.9%	9.1%	0.6	-14.1	24.6%	-55.1%[inhibitor]	-17.7%	13.7%
CC(C)CC(NC(=O)C(CC(C)C)NC(=O)C(Cc1ccc(OCc2ccccc2)cc1)NC(=O)OC(C)(C)C)C(N)=O (stereo not drawn)
  -14.9%	-6.3%	-0.2	0.1	16.9%	-1.1%	1.7%	2.4%

# Grouped by structure: the compounds so far containing a nitro group on carbon.
# Under each structure: PLK1 PBD inh	EPAC1 antag	IL-2 act	PI5P4K alpha inh	FUS suppressor	Abeta yeast res	EPAC1 ag	WRN helicase inh
O=C(Cn1cnc([N+](=O)[O-])n1)NCc1ccccc1
  0.8%	-6.1%	0.5	3.2	-26.1%	0.0%	-0.9%	-6.4%
COc1cc(CN(C(C)=O)c2ccccc2C(=O)O)ccc1[N+](=O)[O-]
  1.9%	-9.5%	-5.9	-6.2	.	-16.4%	-7.9%	7.4%
O=[N+]([O-])c1cccc(N(CC(O)CN2CCCC2)S(=O)(=O)c2ccccc2)c1 (stereo not drawn)
  -4.7%	-4.9%	-1.4	-1.9	12.1%	2.0%	12.9%	4.9%
